# mcGAS inh – blocks mouse cGAS activity; Q8C6L5; recombinant cGAS, Kinase-Glo ATP depletion luminescence; inhibition, % at 12.5 µM; 160,000 compounds, 0.15% hits; AID 1259399;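 also: 0% = negative control wells and 100% = reference inhibitor with no enzyme activity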
# hcGAS lum – blocks human cGAS activity. Q8N884. recombinant h-cGAS, ATP depletion, Kinase-Glo luminescence. inhibition, % at 12.5 µM. 290,000 compounds, 0.081% hits. AID 1259398;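 also: 0% = vehicle reaction and 100% = reaction without DNA for no activity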
# Target sequence (Q8N884 whole entry, looked up): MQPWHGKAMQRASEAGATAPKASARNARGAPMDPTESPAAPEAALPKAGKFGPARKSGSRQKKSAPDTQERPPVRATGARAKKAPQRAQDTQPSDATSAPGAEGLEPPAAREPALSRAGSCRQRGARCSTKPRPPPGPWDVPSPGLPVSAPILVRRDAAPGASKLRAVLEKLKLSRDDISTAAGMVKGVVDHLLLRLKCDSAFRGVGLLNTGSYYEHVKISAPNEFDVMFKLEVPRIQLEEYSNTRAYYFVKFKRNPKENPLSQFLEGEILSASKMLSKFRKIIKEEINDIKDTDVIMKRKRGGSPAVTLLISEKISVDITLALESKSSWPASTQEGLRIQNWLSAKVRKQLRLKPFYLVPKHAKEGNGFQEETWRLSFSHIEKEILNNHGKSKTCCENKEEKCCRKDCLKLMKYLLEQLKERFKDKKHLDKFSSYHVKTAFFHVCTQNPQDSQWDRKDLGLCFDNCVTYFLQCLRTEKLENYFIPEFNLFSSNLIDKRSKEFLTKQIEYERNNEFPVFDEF
# NPYLR7 ag – activates Aedes aegypti NPYLR7 receptor; HEK293T NPYLR7/Galpha15, GCaMP6s calcium fluorescence; activation, % at 10 µM; 270,000 compounds, 0.15% hits; AID 1259423; in the data active = activation above about 40%;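 also: 0% = vehicle and 100% = reference agonist at the receptor; some compounds past the cut are filed as inactive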
# The depositor's hits bear a star; / = no result given. Rule as the data show it, unless noted: active = inhibition above about 40%; inactive = the rest.
molecule,mcGAS inh,hcGAS lum,NPYLR7 ag
CC(=O)O[C@@H](C)C(=O)Nc1cc(-c2onc3c2CCCC3)ccc1C,2,5,3
CCOC(=O)c1c(C)c(C(=O)CN(C(=O)Nc2ccccc2OCC)C2CC2)c(C)n1CC,-6,-4,14
COCc1ccccc1C(=O)OCC1CCCN1c1ccc(C)nn1 (stereo unspecified),-15,-7,2
CC(C)C(NC(=O)C1CCCN1S(C)(=O)=O)c1cccs1 (stereo unspecified),/,-2,-3
COc1ccc(Br)cc1S(=O)(=O)N1CCc2ccccc21,/,-9,4
Cc1cc(C(=O)N2CCC3(CCCO3)CC2)c2cnn(C(C)C)c2n1,-7,-1,0
CCN1C(=O)C(=Cc2ccc(OC)c(OC)c2)SC1=S,-3,0,-3
CCCc1cnc2c(c1SCC(=O)Nc1nccs1)c(=O)n(C)c(=O)n2C,-6,-3,6
N#Cc1ccccc1S(=O)(=O)N1CCN(CCCOC(c2ccc(Cl)cc2)c2ccc(Cl)cc2)CC1,-7,-8,-2
CN(C(=O)c1cc(Cn2ccc3ccccc32)[nH]n1)C1Cc2ccccc2C1,-8,-3,4
CCCNC(=O)C1(C)CCN(CCC(=O)c2ccc(Br)cc2)C1 (stereo unspecified),/,-15,2
CCCNC(=O)CSc1ccc2ccccc2n1,/,-1,0
CN(c1ccc(F)c(F)c1)S(=O)(=O)c1ccc(C(=O)O)cc1,/,-16,4
CCC(C(=O)N(Cc1ccco1)Cc1cc(NC(=O)c2cccc(F)c2)ccc1N(C)C)c1ccccc1 (stereo unspecified),1,4,-3
CN(CC(=O)c1c(N)n(C2CC2)c(=O)[nH]c1=O)c1ccc(F)cc1,/,0,1
Cc1nc(N)nc(C)c1CC(=O)N1CCCC(Nc2ccccc2)C1 (stereo unspecified),/,-7,9
CCC(C)N=Cc1c(NCc2ccco2)nc2c(C)cccn2c1=O (stereo unspecified),/,-3,1
COc1ccc(C=C2N=C(c3cccs3)OC2=O)cc1,-5,-9,1
COc1ccccc1-n1cc(C(=O)N(C)Cc2cc(C3CC3)n[nH]2)cn1,1,4,-2
CSCC[C@H](NC(=O)N1CC(C)CC(C)C1)C(=O)O (stereo partly specified),-5,-6,/
COc1cccc(CNc2nc(NCC3CC3)nc3ccsc23)c1OC,/,-5,5
CCc1nc2n(n1)C(=O)C(C(c1ccc(C)cc1)N1CCC3(CC1)OCCO3)S2 (stereo unspecified),-7,-4,-7
O=c1cc(CN2CCN(CCn3cncn3)CC2)c2cccc3c2n1CCC3,-6,-1,5
CCCCCC(=O)Nc1nnc(SCC(=O)c2ccc(Br)cc2)s1,-6,-5,1
Nc1nn(S(=O)(=O)c2ccccc2)cc1-c1cccc(F)c1,/,-7,0
C=CCn1c(SCn2nnc3ccccc3c2=O)nc2ccccc2c1=O,/,-4,-2
CCN(CC)C(=O)Oc1ccc2c(ccn2Cc2cccc(C)c2)c1NC(=O)C1CCCCC1,-5,0,-2
O=C(CCN1CCCCCCC1)NCCc1nc(-c2cccnc2)no1,/,-6,18
Cn1ccc(C(=O)Nc2cnn(-c3ccccc3Cl)c2)cc1=O,/,-6,5
COCc1c(C(=O)OCc2cc(=O)oc3cc4c(cc23)CCC4)oc2ccccc12,/,-4,-4
C=CCSc1nc(-c2ccccc2)cc(-c2ccc(OC)cc2)c1C#N,/,-2,-2
CN(C)CCN(Cc1c(-c2ccccc2)noc1N1CCCC1)C(=O)c1ccc(Cl)cc1,-1,2,-6
COCC(=O)N1CCN(C(=O)c2ccc(C)o2)CC1,/,-9,6
COc1ccc(Cl)cc1C(=O)Nc1c(C)nc2ccccn2c1=O,/,-10,3
O=c1cc(O)nc(-c2ccccc2)[nH]1,/,0,5
O=C(c1ccc2c(c1)OCCCO2)N1CCN(S(=O)(=O)c2ccc(F)cc2F)CC1,-7,-4,-1
CCc1ccc(S(=O)(=O)Nc2ccc(-c3ccc(N4CCCC4)nn3)cc2)s1,-8,-6,4
CN1CC2([N+](=O)[O-])C=C(C(N)=O)CC([N+](=O)[O-])(C1)C2 (stereo unspecified),/,-4,-3
CC(C)CC(C(=O)NNC(=O)c1ccco1)N1C(=O)C2CC=CCC2C1=O (stereo unspecified),/,-7,0
O=C(NCCc1cccc(Cl)c1)N1CCc2ccccc2C1,/,-5,0
COc1nc(-c2ccc(Cl)c(Cl)c2)n(-c2cccc(NC(=O)CC(C)C)c2)n1,-3,-3,-3
CC12CCC(C(=O)Oc3ccc4ccccc4c3)(CC1=O)C2(C)C (stereo unspecified),/,-4,7
O=C(Cn1cnnn1)N1CCN(S(=O)(=O)c2ccc(Br)s2)CC1,/,-2,3
Cc1ccc(S(=O)(=O)c2cc(O)ccc2O)cc1C,1,9,-8
Cc1[nH]n(-c2nc(-c3ccc(Br)cc3)cs2)c(=O)c1N=Nc1cccc([N+](=O)[O-])c1C,-6,-6,-10
Cc1cc(CN2C(=O)c3ccccc3C2=O)cc(C(=O)N2CCOCC2)c1O,/,-7,-6
Cc1cc2n(n1)CCCN(Cc1nc(-c3sccc3C)oc1C)C2,-12,-7,-5
CC1C(=O)N(c2cccc(Br)c2)CCN1C(=O)C1CCC1 (stereo unspecified),/,-8,1
CCOc1ccccc1NC(=O)N(CC(=O)N(Cc1ccccc1)Cc1cccn1Cc1ccc(F)cc1)CC(C)C,-5,-1,20
COc1cc(C(=O)NCCN2C(=O)SC(=Cc3ccc(F)cc3)C2=O)cc(OC)c1OC,-5,-8,4

# (list continues)
molecule,mcGAS inh,hcGAS lum,NPYLR7 ag
CC(C)NC(=O)CN1C(=O)NC2(CCCCC2)C1=O,/,6,-5
CNc1nc2cnc(Nc3cccc(C)c3)cc2n1-c1cc(OC)c(OC)c(OC)c1,-7,-5,14
CN1C(=O)N(C)C2SC(N)=NNC21 (stereo unspecified),/,-6,1
Cc1ccc(NC(=O)COc2ccc3cn[nH]c3c2)c(C)c1,/,-6,8
O=C1CSC(c2cccc(C(F)(F)F)c2)N1CCO (stereo unspecified),-5,-4,4
CC1(c2ccc(C(=O)NCCc3csc(N4CCCC4)n3)cc2)NC(=O)NC1=O (stereo unspecified),/,-8,25
CC(C)CC(C(=O)NCCc1cccc(F)c1)N1C(=O)c2ccccc2C1=O (stereo unspecified),/,-3,11
Cc1ccccc1NC(=O)Cn1cccc(-c2nc(-c3ccc(Cl)cc3)no2)c1=O,-7,-7,-1
COc1ccc(NC(=O)C(C)N2CCC(C(=O)N3CCOCC3)CC2)cc1Cl (stereo unspecified),/,-2,5
CC(C)CCN(Cc1ccccc1F)Cc1cccn1Cc1ccccc1,1,-2,/

# Four compounds drawn at random from those above:
molecule,mcGAS inh,hcGAS lum,NPYLR7 ag
COc1ccc(NC(=O)C(C)N2CCC(C(=O)N3CCOCC3)CC2)cc1Cl (stereo unspecified),/,-2,5
CC1(c2ccc(C(=O)NCCc3csc(N4CCCC4)n3)cc2)NC(=O)NC1=O (stereo unspecified),/,-8,25
CC(C)CCN(Cc1ccccc1F)Cc1cccn1Cc1ccccc1,1,-2,/
Cc1ccccc1NC(=O)Cn1cccc(-c2nc(-c3ccc(Cl)cc3)no2)c1=O,-7,-7,-1

# Other entries
molecule,mcGAS inh,hcGAS lum,NPYLR7 ag
CC(C)C(=O)NC1CCC(CN(C)C(=O)C(C)C)CC1 (stereo unspecified),-17,-7,-1
COc1ccc(-c2cnn3c(C)c(C(=O)NCc4ccc(F)c(Cl)c4)cnc23)cc1,4,-7,-9
COc1cc(C(=O)c2cc3cc(Br)ccc3o2)cc(OC)c1OC,0,1,22
CCn1nc(C)c(CN2CCCC2CCO)c1C (stereo unspecified),-3,-4,/
COCc1cc(N2CCOCC2)nc(SCc2ccc(C(=O)O)o2)n1,-6,-5,14
Cc1cccc2[nH]c(C3CCN(C(=O)c4cc5n(n4)CCCN(C)C5)CC3)nc12,/,-4,9
Cc1nnc(Nc2cccc(Nc3nnc(C)c4ccccc34)c2)c2ccccc12,/,-7,-10
COc1cc(CNC(=O)c2ccc3cc[nH]c3c2)ccn1,-6,-6,10
O=C(NCc1ccco1)c1cc(N2CCNC(c3ccccc3)C2)ccn1 (stereo unspecified),-14,-8,/
Cc1cc(NC(=O)CS(=O)(=O)c2cn(Cc3ccccc3Cl)c3ccccc23)no1,-5,-12,0
COc1ccc(-n2c(=O)[nH]c3c(C(N)=O)nc(-c4cccs4)nc32)cc1,-7,-8,2
COc1ccc(CN(C(=O)CCc2ccccc2)C(C)C)cc1OS(C)(=O)=O,-6,-13,8
Fc1ccc(C2CC(c3ccc(Cl)cc3)n3nc(C(F)(F)F)nc3N2)cc1 (stereo unspecified),-1,-3,-1
CCCCNc1nc2c(-c3cccc(C)c3)nnn2c2ccccc12,-7,-3,7
O=C(NCC1(c2ccccc2)CCOCC1)C1CC(Cc2ccc3c(c2)OCO3)=NO1 (stereo unspecified),/,-8,5
Cc1nn(-c2cccc(Cl)c2)c(Cl)c1/C=N\Nc1cccc([N+](=O)[O-])c1,-3,-1,-9
CC(=O)Oc1ccc(CSc2nc3cc(S(=O)(=O)N4CCOCC4)ccc3n2CCCN2CCOCC2)cc1,-4,0,/
CCCc1cn(CC2CCN(C(=O)c3cnn(CCC)c3C)CC2)nn1,-18,0,3
O=C1CSC(=NN=C2NC(=O)C(CC(=O)Nc3ccc(Br)cc3)S2)N1 (stereo unspecified),/,3,3
Cc1ccc(-n2nc(C(C)(C)C)cc2NC(=O)CN(C)C(=O)c2ccc(F)cc2)c(C)c1,-3,-1,0

# Brought forward from above: 2 entries; new compounds follow.
molecule,mcGAS inh,hcGAS lum,NPYLR7 ag
O=C1CSC(=NN=C2NC(=O)C(CC(=O)Nc3ccc(Br)cc3)S2)N1 (stereo unspecified),/,3,3
Cc1ccc(-n2nc(C(C)(C)C)cc2NC(=O)CN(C)C(=O)c2ccc(F)cc2)c(C)c1,-3,-1,0
Cc1cc(C)c2oc(=O)cc(CN(Cc3ccccn3)CC3CCCO3)c2c1 (stereo unspecified),-7,-3,/
COc1ccc(CN2CCNC(=O)C2CC(=O)NC2(c3ccccc3)CC2)cc1OC (stereo unspecified),/,-3,12
CCN1CCCC1CN(CC1CCN(CCOC)CC1)C(=O)c1nonc1C (stereo unspecified),/,-3,13
Cc1cc(C(=O)N2CCOC(COc3ccc(Cl)c(C)c3)C2)cc(Cl)n1 (stereo unspecified),1,0,3
CC(C)(C)NC(=O)NC(=O)CSc1nnc(-c2c[nH]c3ccccc23)n1C1CC1,-8,-2,1
CCOC(=O)c1c(NC(=O)COC(=O)c2c(C)cc(=O)oc2C)sc(C(C)=O)c1C,/,-3,2
CCn1c(=O)cc(C(C)C)c2ccc(OCC(=O)NCCc3ccccn3)cc21,/,-8,18
COCCN(CC(=O)N(Cc1ccc2c(c1)OCO2)Cc1ccco1)C(=O)Nc1ccc(OC)cc1,-5,-3,-6
COc1ccc(Nc2nnc(-c3cc4c(ccc5ccccc54)oc3=O)s2)c(OC)c1,-4,-6,1
Cc1ccc(S(=O)(=O)N2CCN(C(C)C(=O)Nc3ccc(F)c(F)c3F)CC2)cc1 (stereo unspecified),/,-11,5
O=C(C1COc2ccccc2O1)N1CCN(C2c3ccccc3CCc3ccccc32)CC1 (stereo unspecified),-5,-1,17
CCOC(=O)c1ccc(N=C2SC(C(=O)Nc3ccc(C(=O)OCC)cc3)CC(=O)N2C)cc1 (stereo unspecified),-6,-2,-1
COc1ccc(CNC(=O)Cn2cccc(-c3nc(-c4ccc(Cl)cc4)no3)c2=O)cc1,-9,-3,1
O=C(c1nc2sccn2c1CN1CCc2sccc2C1)N1CCCCCCC1,/,-4,6
COc1cc(OC)cc(C2=NC(=Cc3ccc(OC(F)F)c(OC)c3)C(=O)O2)c1,/,-7,3
COc1cccc(OC)c1C(=O)N1C(C(=O)NCc2cccc(C(F)(F)F)c2)COC12CCCCC2 (stereo unspecified),-5,-4,0
Cc1cc(C)n(-c2ccc(NC3CCOC3c3ccccc3)nn2)n1 (stereo unspecified),/,-6,3
COc1ccc(-n2nnnc2CN2CCN(C(C)=O)CC2)cc1,-10,-7,0
Cc1ccc(NC(=O)CN2CCN(C(=O)c3sc4ncccc4c3-n3cccc3)CC2)cc1,-5,-3,7
COc1ccc(OCC(O)CN(Cc2c(-c3ccccc3)noc2N2CCCCC2)CC2CC2)cc1 (stereo unspecified),-6,-2,9
Cc1cc(C)nc(SCc2cc(=O)c(OC(=O)COc3ccc(F)cc3)co2)n1,-6,-4,-16
Cc1ccsc1CN(Cc1ccccn1)CC1CCOC1 (stereo unspecified),-1,-2,-12
CCn1cc(C(=O)N2CCN(C(=O)c3ccc(C)cc3)CC2)c2nn(-c3ccccc3)c(=O)c-2c1,-11,-11,4
Cc1ccc(C(=O)Nc2ccccc2-c2c(-c3cccc(C)c3)[nH]n(-c3ccccc3)c2=O)cc1,2,3,-10
COc1ccc(S(=O)(=O)Nc2ccc(OC(F)(F)F)cc2)cc1[N+](=O)[O-],/,-4,-2
COc1ccc(-c2csc(N3C(=O)c4ccc(OC)c(OC)c4C3=O)n2)cc1,-6,-10,8
CN(C)CCN(C(=O)c1ccn(C)n1)c1nc2ccccc2s1,-8,-7,/
CCn1c(C)cc(O)c(C(c2ccc(F)cc2)N2CCN(C)CC2)c1=O (stereo unspecified),/,-10,12
O=c1cc(-c2ccccc2)oc2cc(OCc3ccccc3)cc(O)c12,-6,-4,-6

# Screening results from PubChem.
